# Assay outcomes: PubChem, The Scripps Research Institute Molecular Screening Center
# MITF primary – inhibitors of human MITF | O75030 | AlphaScreen MITF homodimerization, bead proximity signal | inhibition, % at 2.6 µM | 0.91% of 650,000 active; in the data active = inhibition above about 50%;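 also: 0% = vehicle wells with protein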
# Target sequence (O75030 whole entry, looked up): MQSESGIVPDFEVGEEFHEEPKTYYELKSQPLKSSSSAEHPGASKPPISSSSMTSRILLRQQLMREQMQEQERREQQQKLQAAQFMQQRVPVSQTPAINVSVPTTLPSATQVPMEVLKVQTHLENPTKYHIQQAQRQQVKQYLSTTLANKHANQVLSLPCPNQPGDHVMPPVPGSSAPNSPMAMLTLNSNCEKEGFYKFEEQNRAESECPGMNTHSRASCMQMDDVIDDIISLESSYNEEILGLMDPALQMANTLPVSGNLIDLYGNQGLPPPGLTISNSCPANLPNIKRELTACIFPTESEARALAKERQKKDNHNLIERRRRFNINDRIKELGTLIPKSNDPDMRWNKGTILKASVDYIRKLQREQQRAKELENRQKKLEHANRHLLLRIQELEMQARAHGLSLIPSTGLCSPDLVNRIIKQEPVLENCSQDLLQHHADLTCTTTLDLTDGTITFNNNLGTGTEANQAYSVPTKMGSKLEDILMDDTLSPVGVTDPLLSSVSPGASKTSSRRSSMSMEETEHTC
# TEAD-YAP block – TEAD-YAP interaction inhibition; HEK-TIYL cells, TEAD-Gal4/YAP UAS-luciferase luminescence; inhibition, % at 9.12 µM; 1.4% of 640,000 active; AID 1259422; in the data active = inhibition above about 32%;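 also: 0% = median of test compound wells and 100% = reference inhibitor wells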
# GPR151 ag – activators of human GPR151. Q8TDV0. PathHunter beta-arrestin GPR151 cells, luminescence. activation, % at 11.2 µM. 1% of 650,000 active. AID 1508602; in the data active = activation above about 4.9%;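 also: 0% = median of compound wells and 100% = cells with positive control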
# Target sequence (Q8TDV0 whole entry, looked up): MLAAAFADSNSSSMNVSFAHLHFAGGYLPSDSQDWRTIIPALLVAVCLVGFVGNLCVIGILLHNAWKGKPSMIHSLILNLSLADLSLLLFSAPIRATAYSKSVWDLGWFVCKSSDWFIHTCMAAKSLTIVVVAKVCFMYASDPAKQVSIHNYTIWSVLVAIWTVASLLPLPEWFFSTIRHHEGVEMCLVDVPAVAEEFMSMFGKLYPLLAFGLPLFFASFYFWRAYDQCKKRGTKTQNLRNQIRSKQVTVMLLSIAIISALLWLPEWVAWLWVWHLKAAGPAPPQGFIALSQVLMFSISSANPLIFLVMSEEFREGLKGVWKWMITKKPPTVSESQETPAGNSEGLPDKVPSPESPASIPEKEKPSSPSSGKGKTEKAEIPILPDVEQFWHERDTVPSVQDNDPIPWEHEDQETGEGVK
# FBW7 act – activators of human E3 ligase FBW7 | Q969H0 | AlphaScreen FBW7–phospho-cyclin E peptide binding, activator screen | normalized activity (activation), % at 26.1 µM | 0.13% of 650,000 active | AID 1259310; in the data active = normalized activity above about 1.9%;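 also: purified mutant Fbw7 with reduced substrate affinity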
# * marks the source's active call; other numbers are inactive results; & = joins results of further samples; ! = not confirmed by another sample. Not all compounds are listed; count on the stated rates, not on these rows.
SMILES,MITF primary,TEAD-YAP block,GPR151 ag,FBW7 act
Cc1ccccc1C(=O)Nc1ccc(C#N)c(Cl)c1,-2.9,-49.8,0.2,0.0
CCC(=O)Nc1ccc(N2CCN(C)CC2)c(Cl)c1,-13.6,-21.4,1.7,0.0
CC(C)(O)[C@@H]1[C@H]2OC(=O)[C@@H]1[C@]1(O)CC3O[C@]34C(=O)O[C@H]2[C@@]41C (some centres not stated) (tested in a mixture with another compound),5.9&-8.3,4.2,0.7&0.1,0.1&0.0
c1csc(CN2CCNCC2)c1,4.0,-5.4,-1.3,0.2
CCOC(=O)C1(c2ccccc2)CCN(CC(=O)Nc2ccccc2Cl)CC1,-0.5,0.0,0.1,0.5
Cc1ccccc1CN1CCN(Cc2cccc(F)c2)CC1,80.0*,-1.3,0.3,-0.1
COc1c(C)cc(C(=O)C2CCCN(C)C2)cc1C (configuration not stated),14.0,-6.8,-0.4,0.3
Cc1cc(=O)c(C(=O)NCCCn2ccnc2)c(CC2CCCC2)n1Cc1cccnc1,9.8,-0.1,-0.6,-0.3
Fc1ccc(CN2CCN(Cc3ccccc3Cl)CC2)cc1,70.3*,-12.1,-0.3,0.0
Cc1cccc(Cc2nc[nH]c2C)c1,8.2,3.6,-0.6,0.5
CN1CC2([N+](=O)[O-])CC=C(Br)C([N+](=O)[O-])(C1)C2 (configuration not stated),7.4,-1.3,-0.2,0.4
N#CCCn1cc(C(=O)NCc2ccccc2)c(-c2cccc([N+](=O)[O-])c2)n1,17.7,9.2,-0.2,0.1
O=c1c2ccccc2nc(CO)n1-c1ccc2c(c1)OCO2,10.7,-2.4,0.8,0.4
N/C(=N\N=C\c1ccc2c(c1)OCO2)N[N+](=O)[O-],-2.6,-7.5,-1.5,-0.1
CCOP1(=S)Oc2cc3c(cc2C(C(=O)OC)(C(F)(F)F)O1)OCO3 (configuration not stated),-2.0,-6.6,1.6,0.0
O=c1c2ccccc2nc(/C=C/c2cccc3ccccc23)n1-c1ccccc1Cl,-1.2,1.4,1.3,-0.1
Cc1cc2ccccn2c1C(=O)NP(=O)(O)O,25.8,7.8,0.3,-0.2
O=C(NC1CN2CCC1CC2)c1cc(-c2ccc(Cl)cc2)nc2ccccc12 (configuration not stated),-4.6,6.1,2.2,0.2
Cc1ccsc1CC1(CCc2ccncc2)C(=O)N(C)C(=O)N(C)C1=O,-7.7,-13.8,1.2,-0.1
CCOc1ccccc1NC(=O)C(Cl)(Cl)Cl,16.8,-0.4,-1.1,0.5

# The final 2 entries of the section above are carried over, then new ones follow.
SMILES,MITF primary,TEAD-YAP block,GPR151 ag,FBW7 act
Cc1ccsc1CC1(CCc2ccncc2)C(=O)N(C)C(=O)N(C)C1=O,-7.7,-13.8,1.2,-0.1
CCOc1ccccc1NC(=O)C(Cl)(Cl)Cl,16.8,-0.4,-1.1,0.5
CN(CN/C(N)=N\[N+](=O)[O-])S(=O)(=O)c1ccccc1,10.8,-2.3,0.2,-0.1
O=C(Cc1ccccc1)N1CCN(CCN=Cc2c(-c3ccccc3)[nH]n(-c3ccc([N+](=O)[O-])cc3)c2=O)CC1,15.1,-9.0,-3.5,0.0
O=C(Nc1cccc(OC(=O)N2CCOCC2)c1)N1CCOCC1,-6.8,0.7,-0.5,0.7
COc1ccc(C(CN)N2CCCC2)cc1 (configuration not stated),-0.8,-0.3,0.0,-0.2
COc1cccc(CN2CCN(C(=O)Cc3ccc(F)cc3)[C@@H](C)C2)c1,1.0,7.0,-0.1,0.3
Cn1nc(N)c2c1N=P(N1CCOCC1)(N1CCOCC1)N=C2c1ccccc1,-4.8,-3.8,-0.7,0.0
COc1cc(C(=S)N2CCOCC2)cc(OC)c1OC(=O)Cc1ccccc1,-10.7,-5.0,-0.1,-0.1
Cc1cc(=O)c(C(=O)NCCCn2ccnc2)c(C)n1CC1COc2ccccc2O1 (configuration not stated),-15.6,4.5,0.1,0.0
O=[N+]([O-])c1ccc(NCC(O)c2ccccc2)c2ncccc12 (configuration not stated),18.0,-5.5,0.2,-0.2
CN1CCc2cccc(Cl)c2CC1,23.0,3.7,-0.3,0.1
C=CCN1C(=O)NC(=O)/C(=C\c2ccc(O)c(OC)c2)C1=O,9.2,5.1,-0.8,-0.2
Cc1[nH]c2ccc(I)cc2c1CCN,2.8,10.8,0.4,-0.2
COC1=CC23CCCN2CCc2cc4c(cc2C3C1O)OCO4 (configuration not stated),17.6,-8.4,-2.0,0.1
OC(CCN(CCC1CN2CCC1CC2)C1CN2CCC1CC2)(c1ccccc1)c1ccccc1 (configuration not stated),-5.0,1.2,-0.5,-0.2
CCC(COC(=O)NC)NC(=O)Oc1cccc(C)c1 (configuration not stated),3.0,4.8,-1.3,-0.1
Cc1cc([N+](=O)[O-])c(N2CCN(C)CC2)cc1N,11.4,-8.0,0.0,0.3
COCc1cc(C2SCC(=O)Nc3c2c(=O)[nH]n3C2CCCCC2)ccc1OC (configuration not stated),3.3,-10.3,3.1,-0.1
COC(=O)C1C2c3ccccc3OC1(C)N=c1s/c(=C\c3ccc(C)o3)c(=O)n12 (configuration not stated),-8.4,-0.6,-1.8,0.0
CCN(C(C)=O)c1cccc(-c2ccnc3c(C#N)cnn23)c1,7.9&4.3,-3.8,-1.2&1.6,0.2&0.2
O=C(CSc1ccccc1)N1CCC2(CC1)OCCO2,16.9,-29.6,0.5,0.8

# Compound profiles, from the list above. Order of values: MITF primary | TEAD-YAP block | GPR151 ag | FBW7 act
# Listed for Cc1cccc(Cc2nc[nH]c2C)c1 : 8.2 | 3.6 | -0.6 | 0.5
# Listed for CCOC(=O)C1(c2ccccc2)CCN(CC(=O)Nc2ccccc2Cl)CC1 : -0.5 | 0.0 | 0.1 | 0.5

# (cont.)
SMILES,MITF primary,TEAD-YAP block,GPR151 ag,FBW7 act
CCOC(=O)c1c(N)n(CCN2CCCCC2)c2nc3ccccc3nc12,-0.8,-3.0,0.2,-0.1
CCCC1=C(C(=O)OCC)C2(C(=O)Nc3ccc(C)cc32)C(C#N)=C(N)O1 (configuration not stated),22.0,-8.9,0.0,0.3
Cc1nc(C)n(-c2ccc(Nc3cc(-c4cn[nH]c4)ccn3)cc2)n1 (tested in a mixture with another compound),9.1,-1.1,0.2,-0.1
Cc1nonc1-c1n[nH]c2nonc12,8.8,-11.5,-1.3,0.1
N=C1Cc2ccccc2CN1c1ccc(Br)cc1,-2.2,-3.2,1.0,-0.1
COC(=O)C1=C(C)OC(N)=C(C#N)C12C(=O)Nc1ccc([N+](=O)[O-])cc12 (configuration not stated),15.4,10.7,-0.5,0.2
O=c1c2ccccc2nc(/C=C/c2cccc(F)c2)n1-c1ccccc1F,4.8,-3.6,-0.1,0.0
CCN(CC)C(=O)c1ccc(N2C(=O)C3CC=C(Cl)CC3C2=O)cc1 (configuration not stated),1.0,-1.6,1.0,0.0
COCCOC(=O)C1=C(N)OC(C)=C(C(=O)OCc2ccccc2)C12C(=O)Nc1ccccc12 (configuration not stated),2.6,16.0,-0.2,0.0
CC1CCC(NC(=O)CN2C3CCC2CC(O)(c2cccnc2)C3)CC1 (configuration not stated),-12.5,4.5,0.4,0.1
CCOc1cccc(CN2CCN(Cc3ccccc3)CC2)c1O,4.6,-3.6,-0.3,0.0
O=c1[nH]c(=O)n(-c2ccccc2F)c(O)c1/C=C1\C=Nc2ccccc21,-3.9,-1.3,-1.7,-0.1
COc1ccc(NC(=O)c2cn(CCC#N)nc2-c2cccc([N+](=O)[O-])c2)cc1,-3.0,-1.5,2.4,-0.1
CCOC(=O)CNC1(c2nnnn2-c2c(C)cccc2CC)CCCCC1,11.4,-7.8,4.4,0.5
CCOC(=O)C1C2NC(=S)N(CCc3ccccc3)C1(C)Oc1ccccc12 (configuration not stated),50.0,2.3,0.1,0.0
CCC(CC)N1CCN(Cc2ccc(F)cc2)CC1,70.5*,-4.9,1.0,-0.2
O=c1c2ccccc2nc(/C=C/c2ccccc2F)n1-c1ccccc1O,-12.7,-1.5,-1.4,0.6
COc1ccc(C2CC3CCC(C2O)N3Cc2ccccc2)cc1 (configuration not stated),-4.3,-7.4,3.9,0.0
CCC1(C(=O)c2ccc(Cl)cc2)C2c3cc(Br)ccc3OC(=O)C21C(=O)OC (configuration not stated),-0.9,-6.3,0.2,0.0
O=C(O)C1C2CC3CC(C2)CC1(n1ncc(Nc2ccccc2)c(Cl)c1=O)C3 (configuration not stated),9.7,14.1,0.3,0.6
C[C@]12CC[C@H](O)C[C@H]1CC[C@@H]1[C@@H]2C[C@@H](O)[C@]2(C)[C@@H](C3=CC(=O)OC3)CC[C@]12O,-9.4&16.8,98.1*,5.7*!,-0.3&0.1
Cc1ccc(C(C)(O)CNC(C)(C)C)cc1 (configuration not stated),-5.3,3.2,-0.8,0.0
CC1(C)C=C2C(=NN(c3ccc(I)cc3)C(N)=C2C#N)CO1,4.2,-1.4,-0.4,-0.2
N#CC1=C(N)Oc2c(c(=O)oc3ccccc23)C1c1cc(Br)ccc1F (configuration not stated),-0.4,-4.1,1.6,0.0
O=C1CC[C@@H]2CN(C3CCCC3)CC[C@@H]2N1Cc1cccnc1,-1.0,8.3,-0.8,-0.1
Cc1cccc(CN2CCN(Cc3ccc(Cl)cc3)CC2)c1,59.3*,9.6,-0.4,-0.1
O=C(CN1CC(c2ccccc2)CC1=O)NCCc1ccccc1 (configuration not stated),-1.2,-4.2,-1.4,0.2
c1c2c(cc3c1OCCO3)C1(CCCC1)CNC2,9.0,6.9,-0.1,0.1
CN(CCc1ccccc1)Cc1cccc([N+](=O)[O-])c1,1.4,-8.6,-0.3,0.0
O=C(c1ccccc1)c1cc(Cl)ccc1N1C(=O)c2cccc([N+](=O)[O-])c2C1=O,5.6,-9.6,-0.4,0.0
CC1=CC(=O)NP(=O)(Oc2ccc3ccccc3c2)N1 (configuration not stated),-0.8,11.3,-0.2,1.9*
COC(=O)C1=C(N)OC(C)=C(C(=O)OCc2ccccc2)C12C(=O)Nc1ccccc12 (configuration not stated),11.6,14.7,-1.0,0.1
COCCCn1c(N)c(C(=O)NCCOC)c2nc3ccccc3nc21,-5.5,17.3,3.3,0.0
CC1CN=C(Nc2ccccc2)S1 (configuration not stated),7.6,-2.5,-2.0,-0.2
Clc1ccccc1CNCCc1c[nH]c2ccccc12,41.5,0.8,-0.1,-0.6
CC[C@@]1(O)C[C@H](O[C@H]2C[C@H](N(C)C)[C@H](O)[C@H](C)O2)c2c(cc3c(c2O)C(=O)c2c(O)cccc2C3=O)[C@H]1C(=O)OC,16.6,50.9*,0.4,-0.1
CN1C(=O)C(=Cc2ccc(N3CCCCCC3)o2)C(=O)N(C)C1=S,9.1,-13.6,-1.7,0.0
O=C(c1cc(S(=O)(=O)N2CCCCC2)ccc1F)N1CCC2(CC1)OCCO2,10.7,7.9,0.0,-0.1
O=C(Nc1ccc(Br)cc1C(=O)c1ccccc1Cl)c1ccccc1Br,11.1,-1.1,0.9,0.2
Cc1ccc(-n2c(/C=C\c3cccc(Br)c3)nc3ccccc3c2=O)c(C)c1,7.8,11.6,0.6,-0.2

# Sorted by SMILES length (largest number first): some entries from above.
SMILES,MITF primary,TEAD-YAP block,GPR151 ag,FBW7 act
O=C(c1ccccc1)c1cc(Cl)ccc1N1C(=O)c2cccc([N+](=O)[O-])c2C1=O,5.6,-9.6,-0.4,0.0
N#CC1=C(N)Oc2c(c(=O)oc3ccccc23)C1c1cc(Br)ccc1F (configuration not stated),-0.4,-4.1,1.6,0.0
COCCCn1c(N)c(C(=O)NCCOC)c2nc3ccccc3nc21,-5.5,17.3,3.3,0.0
CC1=CC(=O)NP(=O)(Oc2ccc3ccccc3c2)N1 (configuration not stated),-0.8,11.3,-0.2,1.9*
Clc1ccccc1CNCCc1c[nH]c2ccccc12,41.5,0.8,-0.1,-0.6
CC1CN=C(Nc2ccccc2)S1 (configuration not stated),7.6,-2.5,-2.0,-0.2

# Next structures.
SMILES,MITF primary,TEAD-YAP block,GPR151 ag,FBW7 act
O=C(Cc1ccc(Cl)c(Cl)c1)NCC1(N2CCOCC2)CCCCC1,-2.8,-11.7,3.2,-0.1
c1cc2c(cc1CC1CC3CCN1CC3)OCO2 (configuration not stated),-2.7,-1.6,0.7,-0.1
N#Cc1cc(NC(=O)c2ccco2)ccc1N1CC2CC(C1)c1cccc(=O)n1C2 (configuration not stated),14.6,-5.2,3.2,1.6
CCCCC1(C)NC(=O)N(CC(=O)Nc2ccc(C#N)c(Cl)c2)C1=O (configuration not stated),3.3,-3.3,1.2,-0.2
COc1cccc(-n2c(-c3ccc(C)cc3)nc3ccccc3c2=O)c1,-0.3,-14.2,-1.6,-0.1
O=c1c2ccccc2nc(CN2CCCCC2)n1-c1ccccc1,0.4,1.3,-0.1,0.0
CC(=O)c1ccc2c(c1)C1C(Cl)C(Sc3ccccc3[N+](=O)[O-])CC1C(C(=O)O)N2 (configuration not stated),9.9,-0.1,-1.0,0.4
CNC(C)[C@H](O)c1ccccc1 (some centres not stated),-9.5&-3.3,5.6&1.2,-0.6&1.4,0.1&-0.1
COc1ccc(N2C(=O)/C(=C/c3ccc(C)o3)C(=O)NC2=S)cc1,3.4,-0.6,0.0,-0.1
COc1ccc(CCNCc2cccc(OC)c2OC)cc1OC,23.7,0.6,-0.7,-0.1
CN1C[C@@H]2C[C@@H](c3cccn3-c3cccnc3)N3CCC[C@@]23C1=O,-2.7,3.9,1.1,-0.1
